High-throughput results deposited in PubChem by several laboratories.
ssDAF12 agonist: activates DAF-12 receptor from parasite S. stercoralis. activation, % at 6.8 µM. HEK293 ssDAF-12/GRIP1 lit1-tk-luc reporter, luminescence; % of 3 µM dafachronic acid response. AID 652126. 370,000 compounds, 1% hits;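 active means activation above the mean over all tested compounds plus 3 SD, cut at about 0.9% in these data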;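 further: 0% = DMSO-only wells and 100% = 3 µM delta7-dafachronic acid wells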
DAX1 inh-1: inhibitors of human orphan nuclear receptor DAX1 (NR0B1); 340,000 compounds, 0.99% hits; AID 504766; inhibition, % at 6.75 µM; HEK293 Gal4-DAX1 luciferase reporter, luminescence;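 active means inhibition above the mean over all tested compounds plus 3 SD, cut at about 4.2% in these data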;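 further: 0% = DAX1-transfected cells with DMSO and 100% = empty-vector control cells with DMSO; inhibition shows as a rise in luminescence from relieved DAX1 repression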
Target sequence (P51843 207-470 limits assumed): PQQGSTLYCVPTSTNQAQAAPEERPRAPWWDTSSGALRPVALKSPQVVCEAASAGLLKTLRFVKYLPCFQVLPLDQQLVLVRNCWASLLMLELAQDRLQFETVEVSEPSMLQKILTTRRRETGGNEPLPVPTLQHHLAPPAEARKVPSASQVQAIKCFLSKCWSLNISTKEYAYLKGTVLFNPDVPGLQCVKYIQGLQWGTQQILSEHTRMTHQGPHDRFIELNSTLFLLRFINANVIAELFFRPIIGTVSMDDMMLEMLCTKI
NPR2 activator: GC-B (human) receptor activation | activation, % at 10 µM | 370,000 compounds, 0.11% hits | HEK293-GC-B cells, CNP EC30, cGMP TR-FRET; 0% at EC30 CNP, 100% saturating CNP | P20594;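 active means activation at 10 µM reaching about 35% in either raw or pattern-adjusted values, limit read from the data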
SMARCA2 activ: SMARCA2 function activation, primary screen; MG213 cells, MMTV-luciferase reporter, dexamethasone, overnight; activation, % at 9.1 µM; 370,000 compounds, 1% hits; in the data active means activation above about 7.8%;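 further: 0% = vehicle wells and 100% = reference activator wells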
GAA850 FXN act: increases GAA850 frataxin promoter reporter activity; HEK293 lucGAA850 FXN promoter luciferase reporter, 24 h; percent of 10 µM SAHA response; activation, % at 6 µM; AID 540364; 360,000 compounds, 0.56% hits;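 active means activation above the average of all compounds screened plus 3 SD, cutoff fixed separately per campaign, cut at about 7.5% in these data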;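 further: 0% = DMSO wells and 100% = 10 µM SAHA wells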
hcDAF12 agonist: activators of H. contortus DAF-12 nuclear receptor; HEK293 hcDAF-12 lit1-tk-luc reporter, luminescence; 0% DMSO, 100% Δ7-dafachronic acid; activation, % at 6.8 µM; 370,000 compounds, 1.4% hits; AID 652067;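 active means activation above the mean of all tested compounds plus 3 SD, cut at about 5.5% in these data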;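 further: 100% = response to 3 µM Δ7-dafachronic acid high control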
GC-A act: GC-A (human) enzyme activation; P16066; HEK293 GC-A cells, cGMP TR-FRET, EC30 ANP; 0% at EC30 ANP, 100% saturating ANP; activation, % at 10 µM; 370,000 compounds, 0.14% hits; AID 1671463; in the data active means activation above about 40%
sPLA2-III inh: Blocks human group III sPLA2 activity | Q9NZ20 | QFRET BODIPY PC-A2 liposome hydrolysis, fluorescence | inhibition, % at 12.2 µM | 370,000 compounds, 0.56% hits;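 active means inhibition above mean plus 3 SD of compounds lying within the high and low control bounds, cut at about 19% in these data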;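 further: 0% = median of test compound wells and 100% = no enzyme DMSO wells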
hgDAF-12 ag: activates the H. glycines DAF-12 receptor ligand-binding domain. HEK293 GAL4-hgDAF12 UAS-luciferase reporter, agonist luminescence; normalized to butyrate control. activation, % at 6.8 µM. 370,000 compounds, 1.8% hits;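 active means activation above a cutoff set at the mean of all screened compounds plus 3 SD, cut at about 10% in these data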;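 further: 0% = DMSO wells and 100% = sodium butyrate wells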
DAX1 inh-2: inhibitors of DAX1 repression of SF-1 activated StAR promoter; HEK293T StAR-luciferase reporter, SF-1/DAX-1 repression relief; inhibition, % at 6.8 µM; 370,000 compounds, 1.1% hits; AID 652010;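 active means inhibition above the mean over all tested compounds plus 3 SD, cut at about 3.6% in these data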;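 further: 0% = DAX-1 cells with DMSO and 100% = cells lacking DAX-1 with DMSO; higher inhibition means more luminescence from relief of DAX-1 repression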
ADAM10 inh: inhibitors of human ADAM10 | 370,000 compounds, 0.62% hits | inhibition, % at 7 µM | recombinant ADAM10, EDANS/DABCYL FRET peptide cleavage, 3 h | O14672;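 active means inhibition above a per-campaign cutoff equal to the mean of compounds falling between control-based bounds plus 3 SD, cut at about 20% in these data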;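 further: 0% = DMSO wells while the 100% control is not disclosed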
The depositor's hits bear a star; · = no result given. Compounds were not picked by outcome; about 6.6% have a hit in one of these screens.

#1 CC(C)[C@H](NC(=O)[C@@H]1CSC2c3ccccc3C(=O)N21)C(=O)NC1CCCC1 (some centres undefined)
#2 O=C(Nc1nnc(SCc2ccccc2)s1)c1cccs1
#3 S=C(NCCc1ccccc1)NC1CC1
#4 Oc1ccc(Br)cc1/C=N/NC(=S)NCCc1ccccc1
#5 CC(Oc1ccc(Cl)cc1)C(=O)Nc1ccc(S(=O)(=O)N2CCOCC2)cc1 (centres undefined)
#6 O=C(COc1ccc(Cl)cc1Cl)NCCN1CCCC1
#7 COc1ccc(N/C=C\C(=O)c2ccc(C)cc2)cc1OC
#8 CCC(=O)Nc1c(C(=O)Nc2ccc3c(c2)OCCO3)oc2ccccc12
#9 CCOC(=O)/C(C(=O)Nc1ccc(Br)cc1)=C1/NC(C)(C)Cc2ccccc21
#10 COc1ccc(N(CC(=O)NCCC2=CCCCC2)S(=O)(=O)c2ccc(C)cc2)cc1OC

| entry no. | 1 | 2 | 3 | 4 | 5 | 6 | 7 | 8 | 9 | 10 |
| --- | --- | --- | --- | --- | --- | --- | --- | --- | --- | --- |
| NPR2 activator | 3 | 4 | -3 | 10 | 1 | 1 | -7 | 6 | -4 | -1 |
| ADAM10 inh | -1 | 0 | 0 | -26 | 10 | -2 | 5 | 14 | 5 | 3 |
| GC-A act | -1 | 4 | 5 | 8 | 5 | 0 | 8 | 3 | 3 | 0 |
| DAX1 inh-2 | -0.2 | 0.3 | -0.3 | -0.2 | -0.2 | 0.9 | 0.3 | 3.3 | 0.3 | 0.5 |
| GAA850 FXN act | -0.2 | 1.7 | -0.4 | 0.3 | 0.8 | -0.2 | 6.8 | 9.8* | 5.3 | -1.0 |
| hgDAF-12 ag | 0.0 | 0.0 | -1.3 | -0.6 | -2.7 | 0.0 | 1.3 | 9.2 | 1.1 | 0.8 |
| sPLA2-III inh | 3 | -3 | 7 | 26* | -9 | 0 | -4 | 5 | 2 | -2 |
| SMARCA2 activ | -2 | -2 | -2 | -3 | -2 | 2 | 6 | 0 | 5 | 3 |
| ssDAF12 agonist | -1.1 | -0.6 | -0.9 | -1.7 | -1.0 | -0.8 | -0.6 | -0.3 | -0.5 | -0.8 |
| hcDAF12 agonist | -2.0 | -0.1 | 1.5 | -2.9 | -3.0 | -0.7 | -0.6 | 3.5 | -1.2 | -1.5 |
| DAX1 inh-1 | -0.2 | 0.2 | 0.0 | -0.4 | -1.0 | 2.5 | 1.1 | 0.1 | 1.2 | -0.2 |

#11 CC(C)C(NC(=O)c1ccccc1F)C(=O)Nc1ccc2c(c1)OCO2 (centres undefined)
#12 Fc1cc(Cl)cc2ccc(-c3ccccc3)nc12
#13 CCNC(=O)Cn1cnc2c1c(=O)n(C)c(=O)n2C
#14 NS(=O)(=O)c1ccc(NC2=CC(c3ccc(F)cc3)N(c3ccc(S(N)(=O)=O)cc3)C2=O)cc1 (centres undefined)
#15 CCn1cc(-c2ccccc2)c(C(=O)O)c1-c1ccc(OC)cc1
#16 COC(=O)/C=C/S(=O)(=O)c1ccc(NC(C)=O)cc1
#17 COc1cc(-n2nc(C)c3c2OC(N)=C(C#N)C3c2ccccc2)c(Cl)c(Br)c1O (centres undefined)
#18 COc1ccc(NC(=O)CN(C)S(=O)(=O)c2ccccc2)cc1
#19 O=C1c2ccccc2C(=O)C1Cc1cccc2ccccc12
#20 CC1COCC(C)N1C(=O)c1cccnc1 (centres undefined)

| entry no. | 11 | 12 | 13 | 14 | 15 | 16 | 17 | 18 | 19 | 20 |
| --- | --- | --- | --- | --- | --- | --- | --- | --- | --- | --- |
| NPR2 activator | -2 | -6 | 2 | -4 | 2 | 6 | -3 | 2 | 0 | 1 |
| ADAM10 inh | -4 | 0 | -5 | 11 | -4 | 6 | 13 | 15 | -10 | -1 |
| GC-A act | 2 | -2 | 4 | -1 | 2 | 0 | 1 | 2 | 2 | -1 |
| DAX1 inh-2 | 0.3 | 1.7 | 0.1 | 0.4 | 0.5 | -1.4 | -0.2 | 0.9 | 0.8 | 0.8 |
| GAA850 FXN act | -0.9 | · | 2.1 | -1.3 | 0.3 | -2.3 | -0.1 | 1.9 | -1.2 | -3.1 |
| hgDAF-12 ag | -1.5 | 15* | -0.8 | -1.1 | 0.3 | -1.8 | -0.1 | 2.8 | 3.0 | 2.3 |
| sPLA2-III inh | -9 | 6 | -2 | -45 | 5 | 1 | -4 | 0 | -10 | 3 |
| SMARCA2 activ | 0 | 5 | 1 | -2 | 2 | -10 | 0 | -2 | -2 | 1 |
| ssDAF12 agonist | -1.4 | 0.8 | -0.8 | -1.0 | -0.1 | -0.6 | -0.9 | 0.1 | 0.9* | -1.2 |
| hcDAF12 agonist | 0.0 | 2.9 | -1.5 | -0.3 | -1.0 | 1.3 | 0.1 | -0.5 | 4.1 | -0.7 |
| DAX1 inh-1 | -1.4 | · | 1.3 | -0.3 | 1.7 | 0.4 | 0.8 | 1.5 | -0.9 | 2.0 |

4 of these compounds, reformatted.
19. O=C1c2ccccc2C(=O)C1Cc1cccc2ccccc12
  NPR2 activator: 0	ADAM10 inh: -10	GC-A act: 2	DAX1 inh-2: 0.8	GAA850 FXN act: -1.2	hgDAF-12 ag: 3.0	sPLA2-III inh: -10	SMARCA2 activ: -2	ssDAF12 agonist: 0.9*	hcDAF12 agonist: 4.1	DAX1 inh-1: -0.9
15. CCn1cc(-c2ccccc2)c(C(=O)O)c1-c1ccc(OC)cc1
  NPR2 activator: 2	ADAM10 inh: -4	GC-A act: 2	DAX1 inh-2: 0.5	GAA850 FXN act: 0.3	hgDAF-12 ag: 0.3	sPLA2-III inh: 5	SMARCA2 activ: 2	ssDAF12 agonist: -0.1	hcDAF12 agonist: -1.0	DAX1 inh-1: 1.7
12. Fc1cc(Cl)cc2ccc(-c3ccccc3)nc12
  NPR2 activator: -6	ADAM10 inh: 0	GC-A act: -2	DAX1 inh-2: 1.7	GAA850 FXN act: ·	hgDAF-12 ag: 15*	sPLA2-III inh: 6	SMARCA2 activ: 5	ssDAF12 agonist: 0.8	hcDAF12 agonist: 2.9	DAX1 inh-1: ·
16. COC(=O)/C=C/S(=O)(=O)c1ccc(NC(C)=O)cc1
  NPR2 activator: 6	ADAM10 inh: 6	GC-A act: 0	DAX1 inh-2: -1.4	GAA850 FXN act: -2.3	hgDAF-12 ag: -1.8	sPLA2-III inh: 1	SMARCA2 activ: -10	ssDAF12 agonist: -0.6	hcDAF12 agonist: 1.3	DAX1 inh-1: 0.4
